# KOR beta-arrestin-1 – KOR antagonists, beta-arrestin recruitment, cell-based, luminescence, uHTS (AID 1778); KOR beta-arrestin recruitment, luminescence, antagonist mode; higher % means a stronger effect; inhibition, % at 10 µM, or IC50 in µM where a hit was titrated; hit rate 0.091% among 290,000; in the data active means inhibition above about 50%; further: strong numbers were not always called active
# GPR55 activation – selective activators of receptor GPR55 – imaging, U2OS cells, beta-arrestin-GFP redistribution, primary screen (AID 1961); U2OS GPR55 beta-arrestin-GFP redistribution imaging; higher % means a stronger effect; activation, % at 10 µM; hits with a dose series show EC50 in µM; hit rate 0.048% among 290,000;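 active means activation above 40% with more than 50 cells counted in the well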;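 further: U2OS osteosarcoma cells stably expressing GPR55 and beta-arrestin-GFP; plate controls were DMSO negative control for no effect and LPI positive control for full effect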
# GPR55 LPI antagonism – GPR55 antagonists blocking LPI-driven arrestin recruitment, primary screen, imaging, U2OS, beta-arrestin-GFP, LPI agonist (AID 2013); inhibition, % at 10 µM; hits with a dose series show IC50 in µM; hit rate 0.13% among 290,000; U2OS GPR55 beta-arrestin-GFP translocation imaging, LPI antagonism; higher % means a stronger effect;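 active means spots per cell inhibited over 60%, with over 100 cells counted and total cytoplasm intensity under 500,000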;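 further: U2OS cells stably carrying GPR55 and arrestin-GFP stimulated by 5 µM LPI near EC80; imaged beta-arrestin-GFP aggregate spots per cell after agonist stimulation; plate controls were LPI-stimulated DMSO wells for no effect and DMSO wells without LPI for full effect; some results filed as inactive read as strong as hits; confirmed hits need IC50 under 10 µM and bright autofluorescent wells are also inconclusive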
# HIV peptide binding – cell-free HIV fusion peptide-binding blockers – biochemical, uHTS, fluorescence dequenching, primary screen (AID 1986) | hit rate 0.3% among 290,000 | one-dose inhibition, % at 20 µM; IC50 in µM for titrated hits | cell-free peptide binding, fluorescence dequenching, 30 min; higher % means a stronger effect; in the data active means inhibition mostly above about 52%, no sharp cut-off; inactive means mostly below about 76%; further: some results filed as inactive read as strong as hits
# NS5 inhibitors – Dengue-2 NS5 methyltransferase inhibitors, primary screen, biochemical, confirmation dose response (AID 588689); Dengue-2 NS5 methyltransferase capping enzyme assay, biochemical; higher % means a stronger effect; inhibition, % at 25 µM, or IC50 in µM where a hit was titrated; hit rate 0.3% among 340,000; in the data active means a potency from the dose series
# NOD1 NF-kB reporter – NOD1 signaling inhibitors, primary screen, cell-based, luminescence, uHTS (AID 1578); inhibition, % at 4 µM, or EC50 in µM where a hit was titrated; hit rate 1% among 290,000; NOD1-driven NF-kB luciferase reporter cells, luminescence; higher % means a stronger effect; in the data active means inhibition mostly above about 36%, no sharp cut-off; inactive means mostly below about 34%;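 further: HEK-293T reporter cells stimulated with the NOD1 agonist gamma-tri-DAP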
# KOR beta-arrestin-2 – KOR agonists, beta-arrestin recruitment, primary screen, cell-based, luminescence, uHTS (AID 1777); one-dose activation, % at 10 µM; EC50 in µM for titrated hits; hit rate 0.02% among 280,000; KOR beta-arrestin recruitment, luminescence; higher % means a stronger effect; in the data active means activation above about 50%, passing the limit was not always enough; further: a part of the inactive calls stands beside numbers as strong as those of hits
# West Nile virus CPE – inhibition of WNV-induced cytopathic effect – cell-based, CPE readout (AID 1621) | hit rate 0.02% among 290,000 | CPE inhibition, % at 10 µM, or IC50 in µM where a hit was titrated | West Nile virus-infected cells, CPE inhibition; higher % means a stronger effect; in the data active means a potency from the dose series; further: strong numbers were not always called active
# GPR35 antagonists – inhibition of zaprinast-stimulated GPR35 beta-arrestin translocation – imaging, U2OS, beta-arrestin-GFP, zaprinast agonist, primary screen (AID 2058). U2OS GPR35 beta-arrestin-GFP translocation imaging, zaprinast antagonism; higher % means a stronger effect. inhibition, % at 10 µM; hits with a dose series show IC50 in µM. hit rate 0.052% among 290,000;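 active means inhibition of at least 50% with at least 30 cells and total cytoplasm GFP at most 10,000,000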
# NS5 inhibitors pilot replicate – second read-out of NS5 inhibitors, no call of its own (marks repeat the call); inhibition, %; measured here: pilot screen replicate inhibition
# Numbers without * were called inactive; x = no result given; [ ] = another dose, or the depositor's remark.
SMILES,KOR beta-arrestin-1,GPR55 activation,GPR55 LPI antagonism,HIV peptide binding,NS5 inhibitors,NOD1 NF-kB reporter,KOR beta-arrestin-2,West Nile virus CPE,GPR35 antagonists,others
Cc1cc(OCC(=O)NCCc2ccc(S(N)(=O)=O)cc2)c2c(C)c(C)c(=O)oc2c1,-22%,0.3%,0%,-0.4%,-9%,-15%,-5.3%,0.1%,0%,
CC(C)(C)c1ccccc1OCCOCCN1CCCCCC1,13%,0.2%,29%,1.4%,-2%,-35%,1.0%,-0.1%,-12%,
CCN(CC)S(=O)(=O)c1ccc(N2CCCCC2)c(NC(=O)c2ccncc2)c1,0%,0.6%,6%,-1.5%,-15%,-31%,-6.4%,-1.1%,13%,
CS(=O)(=O)c1ccccc1-c1nnc(NC(=O)Cc2ccccc2)o1,28%,0.3%,7%,2.6%,6%,-26%,-1.4%,0.2%,-3%,
O=C(CCn1c(=O)oc2ccccc21)N1CCN(C(c2ccccc2)c2ccccc2)CC1,-35%,-0.1%,-17%,-0.4%,-6%,-6%,11%,x,-6%,
COc1ccc2sc(N3C(=O)C4CC=C(C)CC4C3=O)nc2c1 (stereo unspecified),37%,0.0%,7%,-0.7%,-1%,-9%,-5.3%,0.1%,13%,
Cc1ccccc1NC(=O)CC1C(=O)NCCN1C(=O)c1cccc(Cl)c1 (stereo unspecified),-25%,-0.1%,-5%,0.3%,-6%,-27%,1.0%,0.0%,-6%,
Cc1cc(C)nc(Sc2nc(Cl)nc(N(c3ccccc3)c3ccccc3)n2)n1,-51%,-0.2%,15%,-1.6%,-2%,39%,4.3%,-0.1%,-4%,
COC(=O)Cn1c(=O)c2c(nc3n2CCCN3Cc2ccccc2)n(C)c1=O,11%,-0.1%,-3%,0.4%,-5%,-1%,-6.2%,0.9%,-10%,
N#CC1=C2N=C(N)c3ccccc3N2C2=C(C(=O)CCC2)C1c1ccc(Cl)cc1 (stereo unspecified),6%,-0.3%,87%,37%,-23%,-10%,1.2%,-0.3%,-5%,
CCOC(=O)c1cnc2c(CC)cccc2c1NCCN1CCOCC1,16%,-0.1%,-13%,-0.5%,-5%,-11%,-1.3%,-1.1%,-1%,
CC1(C)Cc2c(sc3c2c(=N)n(Cc2ccco2)c(=O)n3Cc2ccc(Cl)cc2)CO1,-3%,13%,10%,1.3%,x,18%,-3.7%,0.8%,-1%,
CCCCC(=O)Nc1ccc(Br)cc1C(=O)O,3%,0.2%,-1%,3.6%,-11%,-4%,1.9%,1.0%,4%,
O=C(COc1ccccc1)NCC1(N2CCCCC2)CCCCC1,6%,-0.4%,-4%,1.1%,2%,9%,1.1%,-0.5%,0%,
CCOC(=O)c1c(NC(=O)Cc2cccs2)sc(C)c1C,-4%,0.0%,1%,3.6%,-1%,-12%,0.8%,-0.5%,-9%,
CC(=O)NC1=NN(C(C)=O)C(c2ccc(C)cc2)S1 (stereo unspecified),11%[20 µM],0.0%,0%,-1.7%,6%,-17%,x,-0.6%,0%,
CN1CCc2nc(SCc3ccc(C(C)(C)C)cc3)c(C#N)cc2C1,-61%,0.2%,-14%,5.5%,5%,14%,6.1%,0.7%,-4%,
Cc1ccc2nc(NC(=O)COC(=O)c3ccncc3)sc2c1,-20%,-0.5%,4%,0.5%,-4%,-4%,1.0%,0.0%,2%,
Cc1ccc(CNc2ncccc2-c2nc3cc(Cl)ccc3o2)cc1,-7%,0.2%,18%,-1.8%,-10%,9%,-4.6%,-0.6%,-3%,NS5 inhibitors pilot replicate=-2.4
Clc1ccccc1OCc1nnc2n1CCCCC2,8%,-0.1%,11%,0.8%,-9%,-10%,-1.1%,0.0%,-4%,
CCC1(c2ccc(F)cc2)NC(=O)N(CC(=O)Nc2ccccc2Cl)C1=O (stereo unspecified),-15%,-0.1%,-6%,0.8%,-3%,0%,-0.1%,-0.8%,5%,
Cc1ccc2oc(C(=O)N(Cc3nccn3C)C(C)C)c(C)c2c1,-46%,-0.1%,-2%,0.5%,0%,-14%,-2.8%,-0.7%,10%,
COc1ccc(C(=O)N2CCN(c3nc4cc(C)ccc4cc3C#N)CC2)c(OC)c1,14%,0.2%,-6%,-1.9%,-4%,-2%,8.1%,1.8%,-6%,
COC(=O)CNC(c1ccccc1)c1cc(C)ccc1NC(=O)c1cccc(Cl)c1 (stereo unspecified),1%,-0.2%,0%,-1.7%,1%,-14%,6.5%,-0.8%,0%,
Cc1ccc(C2C(C#N)=C(N)Oc3n[nH]c(-c4cccs4)c32)s1 (stereo unspecified),8%,-0.2%,11%,13%,9%,15%,-2.2%,-0.4%,11%,
CCN(CC)S(=O)(=O)c1ccc(NC(=O)c2cccnc2Cl)c(NC(=O)c2cccnc2Cl)c1,-18%,-0.4%,36%,1.7%,x,-6%,-1.0%,0.5%,8.8µM*,
CCCn1c(N)c(N(CCOC)C(=O)c2ccccc2F)c(=O)[nH]c1=O,-11%,-0.2%,0%,-0.7%,0%,-28%,-5.9%,1.0%,-2%,
Cc1ccnc(SCC(=O)N2CCN(c3ccccc3)CC2)n1,-29%,-0.3%,7%,-0.1%,-3%,-41%,-8.5%,0.7%,2%,
Cc1ccc(NC(=O)C2CCCN2S(=O)(=O)c2cccc3cccnc23)c(C)c1 (stereo unspecified),14%,-0.1%,-2%,-1.1%,3%,-4%,-2.0%,-0.6%,-6%,
CCn1c(SCc2ccccc2)nnc1C1CCN(S(=O)(=O)c2ccc(OC)cc2)CC1,-26%,-0.2%,8%,-3.0%,-16%,28%,4.5%,-1.3%,-2%,

# Next section; it opens with the 2 that closed the last part.
SMILES,KOR beta-arrestin-1,GPR55 activation,GPR55 LPI antagonism,HIV peptide binding,NS5 inhibitors,NOD1 NF-kB reporter,KOR beta-arrestin-2,West Nile virus CPE,GPR35 antagonists,others
Cc1ccc(NC(=O)C2CCCN2S(=O)(=O)c2cccc3cccnc23)c(C)c1 (stereo unspecified),14%,-0.1%,-2%,-1.1%,3%,-4%,-2.0%,-0.6%,-6%,
CCn1c(SCc2ccccc2)nnc1C1CCN(S(=O)(=O)c2ccc(OC)cc2)CC1,-26%,-0.2%,8%,-3.0%,-16%,28%,4.5%,-1.3%,-2%,
Cc1ccc(NS(=O)(=O)c2ccc3c(c2)oc(=O)n3C)c(C)c1,-40%[20 µM],0.3%,23%,2.1%,-11%,4%,-4.7%,-0.9%,5%,
CCCn1nc2ccccc2c1P(=N)(N1CCOCC1)N1CCOCC1,30%,0.2%,3%,6.9%,-6%,15%,0.7%,-0.2%,-3%,
CCOc1cccc(C(=O)Nc2ccccc2C(=O)N2CCOCC2)c1,0%,0.0%,13%,0.9%,-6%,-27%,0.4%,-0.1%,-9%,
COc1ccc(NC(=O)CCNS(=O)(=O)c2ccc3c(c2)c(=O)n(C)c(=O)n3C)c(OC)c1,0%,-0.2%,2%,0.0%,-3%,-22%,0.0%,-0.4%,15%,
CCOC(=O)N1CCN(Cc2nc3cc(NC(=O)C(C)C)ccc3n2C)CC1,34%,0.6%,4%,-1.9%,-1%,10%,-7.7%,0.0%,2%,
CCOc1ccc2nc(NC(=O)CC3Oc4ccccc4NC3=O)sc2c1 (stereo unspecified),-3%,-0.3%,-4%,-1.6%,2%,0%,4.6%,-0.3%,13%,
COc1ccc(CCC(=O)Nc2ccc(Cn3ccnc3)cc2)cc1,-43%[20 µM],-0.2%,-9%,0.2%,-4%,48%,-4.0%,0.5%,-3%,
Cc1ccc(CSCC(=O)N/N=C/c2sccc2C)cc1,-37%,-0.1%,11%,-0.4%,7%,4%,-2.1%,0.2%,10%,
Cc1ccc(C(=O)/C=C/Nc2ccccc2C(N)=O)o1,29%,0.2%,5%,2.5%,3%,-26%,9.6%,0.0%,12%,
CCOC(=O)N1CCN(C(=O)c2ccc3c(=O)n(CCC4=CCCCC4)c(=O)[nH]c3c2)CC1,-25%,0.7%,15%,3.5%,10%,-2%,2.7%,-0.9%,24%,
CCOC(=O)C1CCN(C(=O)C2CCCCC2)CC1,34%,0.0%,-2%,-0.7%,-8%,-28%,0.2%,0.9%,5%,
Cc1ccccc1C(=O)Nc1ccc(C(=O)N/N=C/c2ccccn2)cc1,-24%,0.0%,5%,-1.7%,0%,-57%,-2.5%,-0.4%,3%,
O=C(COc1ccccc1)NCCc1cn2ccsc2n1,-9%,1.0%,4%,-1.5%,2%,-25%,2.0%,0.1%,1%,
CCN(CC)CCCNc1oc(-c2cccc(Cl)c2)nc1C#N,2%,-0.1%,5%,-2.7%,6%,-9%,0.1%,12%,1%,
O=C1C2C(C(=O)N1Cc1cccnc1)C1C=CC2C12CC2 (stereo unspecified),-10%,0.0%,-10%,-0.2%,0%,-11%,1.1%,0.3%,-1%,
O=C1CC(c2cc(-c3ccccc3)no2)C1,-24%[20 µM],-0.2%,-2%,0.2%,-4%,-4%,0.0%,0.4%,-5%,
Cc1ccc(NC(N)=S)cc1C,29%,-0.2%,-3%,1.2%,-10%,-16%,-2.6%,-0.4%,-3%,
CC(C)C(C)NC(=O)COC(=O)/C=C/c1ccc(S(=O)(=O)N2CCc3ccccc32)cc1 (stereo unspecified),8%,0.1%,-5%,-0.8%,x,-8%,-6.1%,0.8%,-2%,
CCn1cc(C(=O)N2CCN(c3ccc(OC)cc3)CC2)c(=O)c2cc(S(=O)(=O)N3CCOCC3)ccc21,1%,0.3%,3%,0.3%,-12%,-14%,3.9%,-0.2%,-10%,
COc1cc(C(=O)Nc2ccc(C)cn2)c([N+](=O)[O-])cc1OC,25%,0.2%,2%,3.7%,-7%,-22%,-4.0%,0.7%,4%,
O=C(NCCC1=CCCCC1)c1ccc(Cl)c(S(=O)(=O)N2CCOCC2)c1,-27%,-0.1%,15%,1.9%,-2%,8%,0.2%,-0.9%,1%,
CC1(C)CC2CC(C)(CN2C(=O)COC(=O)Cn2[nH]c(=O)c3ccccc3c2=O)C1 (stereo unspecified),43%,0.2%,-8%,0.8%,-6%,10%,14%,0.2%,6%,
CC(C)(C)c1cnnn1-c1ccc([N+](=O)[O-])cc1,26%,0.1%,-3%,-1.9%,-6%,-8%,-3.4%,-0.1%,-11%,
CC(=O)Nc1cccc(-c2cnc3ccccc3n2)c1,-15%,0.2%,3%,-0.1%,-6%,-99%,-1.1%,0.5%,2%,
CC(=O)c1cc2c(cc1NC(=O)Nc1cccc(Cl)c1)OCCO2,-28%,-0.1%,8%,0.3%,13%,x,1.2%,0.3%,21%,
Cc1cc(C)c(S(=O)(=O)c2cccc(Cl)c2)c(Cl)n1,26%,0.4%,24%,2.2%,4%,-31%,-1.3%,x,13%,
O=C(Nc1ccc(Cc2ccncc2)cc1)C1CCC(N2C(=O)C3CCCCC3C2=O)CC1 (stereo unspecified),-2%[20 µM],-0.1%,2%,-1.2%,2%,-32%,x,-1.9%,14%,
Oc1c(Br)cc(/C=N/Nc2nncc3ccccc23)cc1Br,11%,32%,2%,8.5%,x,6%,4.5%,-0.5%,-1%,

# Source: PubChem BioAssay (several laboratories)

# The list is partial; the hit share may differ from the screen's.
